Tb PYK inh: blocks Trypanosoma brucei pyruvate kinase | Q57TT1 | TbPYK enzyme, Kinase-Glo Plus ATP luminescence, 45 min | Potency, µM (titrated, usually from 76.8 µM), inactives show at the top dose activity, negative = inhibition, most hits filed as inhibitors | 0.12% of 410,000 active | AID 624173; also: potency is read from the fitted curve at half-maximal effect; nearly all actives have a fitted effect of over 50% in size
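Luminescent Kinase-Glo Plus end-point after 45 min room-temperature reaction of T. brucei pyruvate kinase started with 130 uM ADP (final). Buffer TEA 50 mM pH 7.2 with KCl, MgCl2, BSA, Tween-20; titration-based qHTS with fitted concentration-effect curves.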
HCV inh: HCV inhibition | 3.4% of 340,000 active | Huh7.5.1 HCVcc-Cre infection, luciferase reporter, 44 h | Potency, µM (top dose mostly 41.8 µM), for the others: at the top dose activity change, negative = inhibition, most hits filed as inhibitors; also: potency is read from the fitted curve at half-maximal effect
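Reporter virus HCVcc-Cre (~0.5 moi) infects cells exposed to compound; seeding density 1,000 cells/well with 4 h settling beforehand. Luminescence, 15 sec read, taken 44 h post-infection following a 15 min RT substrate incubation.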
AmpC no deterg: inhibitors of E. coli AmpC beta-lactamase without detergent. 0.52% of 330,000 active. Potency, µM (highest dose often 57.1 µM), without a hit: at the top dose activity change, negative = inhibition, usual class: inhibitors. P00811. AmpC nitrocefin hydrolysis, absorbance 480 nm, 0.0001% Triton;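 also: potency is read from the fitted curve at half-maximal effect; plate controls were no compound for no effect and no enzyme for full effect; nearly all actives have a fitted effect of over 20% in size; some results filed as inactive show a strong effect at the top dose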
Target sequence (P00811 whole entry, looked up): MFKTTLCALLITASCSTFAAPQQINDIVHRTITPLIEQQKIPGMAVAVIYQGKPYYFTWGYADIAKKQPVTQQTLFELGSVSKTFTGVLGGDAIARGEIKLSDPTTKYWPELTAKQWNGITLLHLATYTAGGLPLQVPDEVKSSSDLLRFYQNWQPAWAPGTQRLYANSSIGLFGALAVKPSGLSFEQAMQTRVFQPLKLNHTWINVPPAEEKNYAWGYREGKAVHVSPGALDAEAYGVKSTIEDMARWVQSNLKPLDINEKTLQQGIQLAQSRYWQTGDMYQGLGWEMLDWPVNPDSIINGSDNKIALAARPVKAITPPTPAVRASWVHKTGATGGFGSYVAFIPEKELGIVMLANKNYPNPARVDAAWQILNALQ
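20 mM phosphate pH 7.0 + 0.01% (detergent screen) or 0.0001% Triton X-100; 5.3 nM AmpC reagent; cpd preinc 15 min RT; nitrocefin (800 uM stock) to start; A480 q20 s × 4 min; Activity was normalised to no-enzyme and no-compound control wells.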
HCMV inh: human cytomegalovirus inhibition; activity change, negative = inhibition, % at 57.5 µM; AID 1259415; HFF cells, HCMV-luciferase reporter, 72 h; active compounds read low; 4.5% of 410,000 active; in the data active = activity change below about -60%; inconclusive = no clear call, values can overlap the other calls; inactive = above about -39%
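Human foreskin fibroblasts infected with luciferase-reporter HCMV at MOI 1 PFU/cell, compounds at two doses. Luciferase measured 72 h post infection; normalized to buffer-only basal and Salinomycin (10uM) controls.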
AMA1-RON2 inh: disrupts binding of P. falciparum AMA1 to RON2 | AlphaScreen AMA1-biotinylated RON2 peptide binding | Potency, µM (top dose mostly 58.2 µM), for the others: at the highest dose activity change, negative = inhibition, usual class: inhibitors | 0.2% of 360,000 active;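 also: potency is read from the fitted curve at half-maximal effect; 0% = vehicle wells and -100% = peptide control; nearly all actives have a fitted effect of over 45% in size; some results filed as inactive show a strong effect at the top dose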
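AMA1 (3D7) with his tag at 25 nM final met compounds first, then biotinylated RON2 peptide at 25 nM; detection used donor plus acceptor beads, 10 µg/mL apiece, read by AlphaScreen after 30 min at room temperature.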
LmPK inh: LmPK (Leishmania mexicana) enzyme inhibition | AID 1721 | Q27686 | Potency, µM (doses to about 57.5 µM), for the others: top-dose activity change, negative = inhibition, usual class: inhibitors | purified LmPK, Kinase-Glo ATP luminescence, 1 h | 0.37% of 290,000 active; also: potency is read from the fitted curve at half-maximal effect
Target sequence (Q27686 whole entry, looked up): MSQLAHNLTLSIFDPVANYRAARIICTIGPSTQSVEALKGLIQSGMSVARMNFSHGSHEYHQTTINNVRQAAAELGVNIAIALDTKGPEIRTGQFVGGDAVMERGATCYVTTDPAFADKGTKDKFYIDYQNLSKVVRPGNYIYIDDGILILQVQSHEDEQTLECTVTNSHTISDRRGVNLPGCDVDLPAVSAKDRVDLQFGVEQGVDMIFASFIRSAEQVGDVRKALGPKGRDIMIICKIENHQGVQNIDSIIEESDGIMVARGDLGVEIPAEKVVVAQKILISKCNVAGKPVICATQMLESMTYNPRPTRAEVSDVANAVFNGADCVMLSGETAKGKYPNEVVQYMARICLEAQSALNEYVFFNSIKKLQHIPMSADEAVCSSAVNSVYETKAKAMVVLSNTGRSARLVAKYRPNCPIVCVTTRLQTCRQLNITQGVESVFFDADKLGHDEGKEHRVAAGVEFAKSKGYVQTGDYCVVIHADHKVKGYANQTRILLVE
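Purified LmPK (0.1 nM) converted ADP (0.1 mM) to ATP with PEP (0.5 mM) in imidazole buffer pH 7.2 with KCl and MgCl2, 1 h at room temperature. ATP was read by Kinase-Glo luminescence; data normalized to uninhibited and no-enzyme controls.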
AmpC inh detg: inhibitors of E. coli AmpC beta-lactamase with detergent; 0.041% of 370,000 active; Potency, µM (top dose mostly 114 µM), for inactives: at the top dose activity change, negative = inhibition, most hits filed as inhibitors; AmpC hydrolysis of nitrocefin, absorbance 480 nm, 0.01% Triton; P00811;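 also: potency is read from the fitted curve at half-maximal effect; 0% = no-compound wells and -100% = no-enzyme wells; nearly all actives have a fitted effect of over 25% in size; some results filed as inactive show a strong effect at the top dose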
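20 mM phosphate pH 7.0 + 0.01% (detergent screen) or 0.0001% Triton X-100; 5.3 nM AmpC reagent; cpd preinc 15 min RT; nitrocefin (800 uM stock) to start; A480 q20 s × 4 min; Activity was normalised to no-enzyme and no-compound control wells.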
Numbers without * were called inactive; ? = inconclusive; . = not tested or not shown; & = joins results of further samples; [ ] = another dose, or the depositor's remark. Unless noted, calls follow the shape of the dose curve; as a rule, active = well fitted curve in the direction sought with a large enough effect; inconclusive = small, poorly fitted or top-dose-only effect, or another doubt; inactive = no such curve, though single readings can be large; an effect the other way counts as inactive or inconclusive. Unless noted, % is scaled to controls: 0 for no effect and ±100 for the full control effect. Hits appear at their usual frequency; overall some 7.5% were active at least once.

SMILES	Tb PYK inh	HCV inh	AmpC no deterg	HCMV inh	AMA1-RON2 inh	LmPK inh	AmpC inh detg
O=C(Nc1ccc(S(=O)(=O)N2CCCC2)cc1)Nc1ccc(F)cc1F	-5%	-9%	.	6	0%	.	.
O=C(O)CCCC(=O)Nc1ccc(C(=O)N2CCCCC2)cc1	7%	17%	.	-11	-6%	-2%	-5%
Cn1nnc2cc(C(=O)Nc3ccc(Cl)cc3)ccc21	10%	-28%	-16%	-10	18%	-1%	-3%
C=CCOc1c(/C=N\NC(N)=O)cccc1OC	3%	14%	-3%	-2	1%	1%	-5%
Cc1cc(=O)oc2c3c(cc(OCC(=O)NC(C)C)c12)OC(C)(C)CC3	2%	?	8%	-23	9%	2%	-15%
CCc1nc2n[nH]c(N)c2c2c1CSC(C)(C)C2	0%	-20%	-18%	7	-14%	-3%	1%
CN(Cc1cccnc1)Cc1cn(Cc2ccccc2)nc1-c1ccc2c(c1)OCO2	1%	?	39%	-36	-7%	1%	3%
N#C/C(=C/c1ccc(F)cc1)C(N)=S	-4%	12%	-29%	8	23%	0%	2%
O=C(NC(=S)NCc1ccccc1)c1ccccc1F	.	-7%	-18%	-26	9%	1%	-1%
COc1ccc(S(=O)(=O)NCc2cc(-c3ccccc3Cl)no2)cc1	6%	5%	-36%	-38	15%	5%	?
CSc1cnn(-c2ccccc2)c(=O)c1SC	5%	7%	-3%	6	6%	2%	-3%
CCOc1ccc(-n2ccnc2SCC(=O)N2CCCc3ccccc32)cc1	-4%	-4%	31%	-27	2%[2.32 µM]	1%	-12%
CC(=O)OC(C)=O	-1%	2%	-6%	15	7%	.	-2%
COc1cc(/C=C2/N=C(C3CCCCC3)OC2=O)cc(OC)c1OC	-3%	8%	-13%	60	6%	8%	-10%
Cc1ccc(OCC(=O)n2nc(C)cc2C)c(Br)c1	1%	5%	-17%	-27	38%[activator]	2%	-13%
CCC1CN1P(=S)(N1CC1CC)N1CC1CC (stereo unspecified)	0%	-7%	.	12	-11%	.	.
COc1ccc(C(=O)Nc2ccccc2C(=O)NC2CC2)c(OC)c1OC	-1%	.	.	5	2%	.	.
O=C(Nc1cccnc1)/C(N=Nc1c(Cl)cccc1Cl)=C(\O)c1ccccc1	-5%	4%	-27%	-20	15%	0%	-8%
CCc1nnc(NC(=O)Cc2ccc(OC)c(OC)c2)s1	4%	15%	-8%	-20	1%	0%	5%
CCn1nc(C)c(/C=N/NC(=O)c2c[nH]c3ccccc23)c1C	2%	14%	-26%	27	11%	-2%	-9%
CC(C)NC(=O)C(=O)NCCCOC(C)C	3%	13%	-13%	-8	9%	-4%	?
COc1ccc(Cl)cc1C(=O)NNC(=O)c1cccc([N+](=O)[O-])c1	2%	7%	-6%	?	69%[activator]	-2%	-3%
O=C(NCc1nnc2c(C(F)(F)F)cc(Cl)cn12)c1cccs1	0%	19%	-10%	9	2%	0%	-9%
C[C@H](CO)N1C[C@H](C)[C@@H](CN(C)Cc2ccc(C(=O)O)cc2)Oc2ccc(NS(C)(=O)=O)cc2C1=O	2%	?	-22%	-13	27%	.	.
BrC(=C\c1ccccc1)/C=N/N1CCN(c2ccccn2)CC1	4%	?	-5%	19	-22%	0%	?
CN(CC(=O)Nc1ccc(F)cc1)C(=O)CSc1ccc2c(c1)OCCO2	-4%	-12%	-12%	-13	-4%	.	-9%
O=C1C(Sc2cccc(F)c2)=C[C@@]2(O)CC[C@@H](O)[C@]1(Sc1cccc(F)c1)[C@H]2O	-10%	.	.	22	-5%	.	.
COc1ccc(-c2cc(C(=O)OCC(=O)N(C)C3CCS(=O)(=O)C3)c3ccccc3n2)cc1OC (stereo unspecified)	-2%	3.2µM*	216%[activator]	-23	8%	0%	-8%
CCC1(C)CN(S(=O)(=O)OCC(Cl)(Cl)Cl)C(=O)N1 (stereo unspecified)	-6%	5%	68%[activator]	-14	-5%	-4%	-15%
CC(=O)N/N=C/C1=CCC2CC1C2(C)C (stereo unspecified)	1%	12%	-22%	-12	0%	-2%	-7%

Overlap with the part before: seven entries; new compounds follow.
SMILES	Tb PYK inh	HCV inh	AmpC no deterg	HCMV inh	AMA1-RON2 inh	LmPK inh	AmpC inh detg
C[C@H](CO)N1C[C@H](C)[C@@H](CN(C)Cc2ccc(C(=O)O)cc2)Oc2ccc(NS(C)(=O)=O)cc2C1=O	2%	?	-22%	-13	27%	.	.
BrC(=C\c1ccccc1)/C=N/N1CCN(c2ccccn2)CC1	4%	?	-5%	19	-22%	0%	?
CN(CC(=O)Nc1ccc(F)cc1)C(=O)CSc1ccc2c(c1)OCCO2	-4%	-12%	-12%	-13	-4%	.	-9%
O=C1C(Sc2cccc(F)c2)=C[C@@]2(O)CC[C@@H](O)[C@]1(Sc1cccc(F)c1)[C@H]2O	-10%	.	.	22	-5%	.	.
COc1ccc(-c2cc(C(=O)OCC(=O)N(C)C3CCS(=O)(=O)C3)c3ccccc3n2)cc1OC (stereo unspecified)	-2%	3.2µM*	216%[activator]	-23	8%	0%	-8%
CCC1(C)CN(S(=O)(=O)OCC(Cl)(Cl)Cl)C(=O)N1 (stereo unspecified)	-6%	5%	68%[activator]	-14	-5%	-4%	-15%
CC(=O)N/N=C/C1=CCC2CC1C2(C)C (stereo unspecified)	1%	12%	-22%	-12	0%	-2%	-7%
O=C(Nc1ccc(F)cc1)C1CC(=O)N(Cc2ccco2)C1 (stereo unspecified)	1%	2%	-3%	3	-8%	0%	-10%
COc1ccccc1N1CCN(Cc2cc3c(cc2O)OCO3)CC1	-2%	3%	-10%	-15	-28%	-4%	3%
CC(C(=O)Nc1ccccn1)c1ccccc1 (stereo unspecified)	-3%	11%	-12%	-15	14%	-3%	-15%
CCOC(=O)NCc1ccc(S(=O)(=O)Nc2ccc(C)cc2)cc1	0%	-7%	-21%	?	4%	6%	-10%
Cc1nc2sc(-c3ccccc3)cc2c(=O)[nH]1	-13%	10µM*	-20%	64	7%	?	-10%
CCn1nc(C)c(CNCc2cn[nH]c2-c2cc3ccccc3o2)c1C	3%	7%	-15%	-33	3%	5%	3%
CC(=O)c1ccc(NC(=O)C(C)OC(=O)C(C)Oc2cccc(C)c2)cc1 (stereo unspecified)	-11%	14%	-4%	11	12%	1%	-3%
CCOc1ccccc1N(C)C(=O)c1sc2nc3n(c(=O)c2c1C)CCCC3	-2%	.	.	-11	.	.	0%
Cc1cc(NC(=O)Cn2c(=O)oc3ccc(Cl)cc32)no1	-2%	20%	-24%	-5	7%	2%	1%
S=C(Nc1ccc2nc(-c3ccccn3)c(-c3ccccn3)nc2c1)N1CCCCCC1	-17%	?	50%	74	25%	3%	-1%
CS(=O)(=O)c1nc(S(=O)(=O)c2ccc(Cl)cc2)c(NCCCn2ccnc2)s1	2%	15%	24%	-40	3%	0%	0%
O=C(CN1CCN(S(=O)(=O)c2ccc(Cl)s2)CC1)N1CCCCC1	4%	3%	15%	-15	0%	.	-7%
Cc1c(OCC(=O)NCc2cccnc2)ccc2c3c(c(=O)oc12)CCCC3	1%	-20%	-5%	0	-2%	-10%	-15%
Cn1c(=O)c2c(nc(SCc3cccnc3)n2Cc2ccccc2)n(C)c1=O	?	-9%	26%	-26	-27%	7%	1%
O=C(CSc1nnnn1-c1cccc(Cl)c1)Nc1ccc2c(c1)CCC2	.	6%	-6%	.	.	2%	0%
C/C=C/c1cnc2c(c1)C(=O)N([C@H](C)CO)C[C@H](C)[C@@H](CN(C)C(=O)CN1CCOCC1)O2	11%	.	.	12	8%	.	.
CN(C)c1nc(N(C)C)nc(N(C#N)CN2C(=O)c3ccccc3C2=O)n1	.	-4%	-10%	.	.	0%	-9%
CCOC(=O)Cn1c(COc2ccccc2OC)[n+](C)c2ccccc21	-4%	?	.	22	38%[activator]	.	.
CCOC(=O)c1[nH]cnc1C(=O)Nc1ccccn1	0%	1%	-2%	7	?	3%	2%
COc1cc(Cl)c(C)cc1NC(=O)c1ccc2c(SCC(=O)O)c3c(nc2c1)CCCC3	0%&-1%	-3%	-27%	8&-28	-5%	-1%	-5%&-3%
Cc1cc(C)cc(NC(=O)C(=O)NCC2CCCN2S(=O)(=O)c2cccs2)c1 (stereo unspecified)	-1%	?	-45%	-5	-8%	.	?
COc1ccccc1NS(=O)(=O)c1cccc(NC(=O)NC2CCCCC2)c1	-4%	?	-14%	-76*	34%[activator]	-4%	-3%
Cc1cc(C(=O)CSc2ccccc2)cc(C)c1O	-7%	3%	-22%	68	7%	-2%	-3%
O=C(Cc1cccs1)N1Cc2ccccc2-n2nncc2C1	-15%	.	.	4	-8%	.	.
